Screens from PubChem.
KCNQ1 act – potentiators or activators of human KCNQ1 potassium channel | P51787 | AID 2648 | 310,000 compounds, 0.35% hits | CHO-K1 KCNQ1, thallium flux FluxOR fluorescence; hits give high values | B-score at 10 µM;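 active = fluorescence ratio B-score, a plate-corrected score, at least three library SD, with initial intensity B-score within 5 SD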
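Assay system: stable KCNQ1 CHO-K1 line; medium: assay buffer, equal DMSO in all wells; timing: 90 min dye loading and 20 min compound exposure, both at room temperature; technique: kinetic FluxOR thallium fluorescence, 10-s 1-Hz baseline, 110-s post-stimulus read; read-out basis: B score of baseline-normalized fluorescence ratio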
Dyrk1A ADPGlo – blocks rat Dyrk1A kinase activity. ADP-Glo luminescence, NFATc1 peptide. inhibition, % at 12.5 µM. 310,000 compounds, 0.43% hits; in the data active = inhibition above about 50%;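 note: plate controls were vehicle with enzyme for no effect and no enzyme for full effect; many of its hits are not listed in these tables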
TMEM16A inh – inhibitors of mouse TMEM16A calcium-activated chloride channel | normalized B-score (activity score, 25-100; higher = stronger inhibition) at 10 µM | 310,000 compounds, 1.2% hits | HEK293 TMEM16A/YFP iodide influx fluorescence, ionomycin | Q8BHY3 | AID 588511;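 active = ratio plate-corrected score three or more library SD toward inhibition, starting fluorescence score within five deviations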;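 note: score derived from kinetic fluorescence span divided by baseline fluorescence per well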
KCNK9 block – human KCNK9 channel inhibition; 310,000 compounds, 1.2% hits; B-score at 10 µM; AID 488922; HEK293 KCNK9, FluxOR thallium flux fluorescence; hits give low values; Q9NPC2;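 active = ratio B-score over 3 SD below the library mean, with starting fluorescence within 5 SD of its mean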;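 note: negative B-score means less thallium flux so channel inhibition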
KCNQ1 inh – blocks the human KCNQ1 potassium channel; P51787; 310,000 compounds, 1.3% hits; AID 2642; B-score at 10 µM; CHO-K1 KCNQ1, FluxOR thallium flux fluorescence; hits give high values;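 active = compounds whose thallium flux B-score, printed positive for inhibition, exceeds three library SD while starting fluorescence stays within three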;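 note: channel opened by potassium depolarization with thallium stimulus after 20 min compound exposure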
HDAC3 inhib – blocks human histone deacetylase 3; 320,000 compounds, 0.15% hits; O15379; inhibition, % at 8.3 µM; recombinant HDAC3, fluorogenic peptide/trypsin coupled, fluorescence; in the data active = inhibition above about 26%, passing the limit was not always enough
Target sequence (O15379 whole entry, looked up): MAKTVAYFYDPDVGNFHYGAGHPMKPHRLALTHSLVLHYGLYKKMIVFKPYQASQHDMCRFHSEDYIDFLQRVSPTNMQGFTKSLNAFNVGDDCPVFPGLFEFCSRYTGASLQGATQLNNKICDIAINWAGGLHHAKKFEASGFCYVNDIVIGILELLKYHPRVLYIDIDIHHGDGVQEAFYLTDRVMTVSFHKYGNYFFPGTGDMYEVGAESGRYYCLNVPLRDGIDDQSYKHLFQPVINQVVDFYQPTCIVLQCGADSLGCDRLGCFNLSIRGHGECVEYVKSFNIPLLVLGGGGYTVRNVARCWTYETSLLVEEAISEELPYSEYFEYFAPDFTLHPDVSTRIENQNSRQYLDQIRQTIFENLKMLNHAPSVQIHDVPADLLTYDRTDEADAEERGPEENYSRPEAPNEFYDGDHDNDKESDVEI
KCNK3 block – human KCNK3 channel inhibition, primary screen; 340,000 compounds, 0.84% hits; B-score at 10 µM; CHO-KCNK3 thallium flux, FluxOR fluorescence; hits give low values; AID 602410;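 active = B-score under library mean minus 4 SD, starting fluorescence ratio at most library mean plus 5 SD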;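 note: more negative B-score means stronger inhibition of thallium flux through KCNK3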
Target sequence (O14649 whole entry, looked up): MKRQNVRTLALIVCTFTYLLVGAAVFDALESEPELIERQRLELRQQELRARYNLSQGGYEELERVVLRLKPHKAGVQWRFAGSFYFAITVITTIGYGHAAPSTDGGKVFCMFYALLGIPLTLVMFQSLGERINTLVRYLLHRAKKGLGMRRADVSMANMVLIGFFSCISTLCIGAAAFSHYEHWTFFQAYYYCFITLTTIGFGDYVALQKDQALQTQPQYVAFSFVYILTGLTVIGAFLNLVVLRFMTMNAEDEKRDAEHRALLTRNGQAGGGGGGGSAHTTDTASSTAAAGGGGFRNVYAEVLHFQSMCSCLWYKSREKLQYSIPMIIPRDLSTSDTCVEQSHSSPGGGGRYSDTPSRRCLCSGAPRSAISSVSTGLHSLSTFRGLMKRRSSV
TRPC4 potent – allosteric potentiators of mouse TRPC4 channel. Q9QUQ5. HEK293 TRPC4beta/mu-opioid, DAMGO EC20, Fluo-4 Ca2+ flux; hits give high values. B-score at 10 µM. 310,000 compounds, 0.42% hits. AID 2227;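 active = B-score of calcium response area above 5 SD of library B-scores, with initial fluorescence ratio within 5 SD of library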;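 note: B-score of integrated fluorescence ratio over time as area under calcium response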
hERG rescue – shields human hERG channel from block by proarrhythmic agents | 310,000 compounds, 0.51% hits | Q12809 | activation (rescue from dofetilide block), less the hit threshold, % at 10 µM | CHO-hERG, FluxOR thallium flux, dofetilide IC70 present;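 active = activation above the mean of controls blocked by dofetilide plus 5 SD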;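 note: thallium influx through hERG after potassium depolarization seen as dye fluorescence rise; in these data hits start at about 4.7%; inactives centre near -7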
ANO1 activ – mouse TMEM16A channel activation, primary screen | Q8BHY3 | HEK293 TMEM16A/YFP-H148Q/I152L, iodide quench fluorescence; hits give low values | B-score at 10 µM | 340,000 compounds, 0.3% hits | AID 623877;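 active = fluorescence-ratio B-score plate-corrected deviation score at least 3 library SD below zero, with starting fluorescence score within 5 deviations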;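 note: channel opened by trigger with iodide after compound preincubation; score built on the fluorescence ratio of max minus min over baseline; more negative score means more quench and so TMEM16A activation or potentiation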
TRPC4 agonist – activators of mouse TRPC4 channel; Q9QUQ5; HEK293 TRPC4beta/mu-opioid, Fluo4 calcium fluorescence; hits give high values; B-score at 10 µM; 310,000 compounds, 0.49% hits; AID 2237;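 active = B-score above 5 SD of library B-scores, and initial fluorescence ratio not above library mean plus 5 SD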;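 note: positive B-score marks a calcium rise read as TRPC4 activation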
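Technique: kinetic Fluo4 calcium fluorescence; Test system: TRPC4beta and mu-opioid receptor HEK293 stable cells; Measure: B-scored integrated calcium fluorescence ratio; Benchmarks: low control buffer alone, high control maximal DAMGO; Schedule: 45 min room-temperature Fluo4 loading, 110 s read.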
* = called active by the depositor. An excerpt; rates above refer to the full screens.

What do the screens show for `CC(C)CN1C(=O)c2ccc(C(=O)NCc3ccccn3)cc2C1=O`?
KCNQ1 act: inactive; Dyrk1A ADPGlo: -3; TMEM16A inh: inactive; KCNK9 block: inactive; KCNQ1 inh: inactive; HDAC3 inhib: -1; KCNK3 block: inactive; TRPC4 potent: inactive; hERG rescue: -14; ANO1 activ: inactive; TRPC4 agonist: inactive

What do the screens show for `ONC(=Nc1ccccc1Cl)c1c(F)cccc1F`?
KCNQ1 act: inactive; Dyrk1A ADPGlo: -2; TMEM16A inh: inactive; KCNK9 block: inactive; KCNQ1 inh: inactive; HDAC3 inhib: 1; KCNK3 block: inactive; TRPC4 potent: inactive; hERG rescue: -3; ANO1 activ: inactive; TRPC4 agonist: inactive

How did O=C(N/N=C/c1ccc(OC(F)F)cc1)c1cc[n+]([O-])cc1 do in these assays?
KCNQ1 act: inactive; Dyrk1A ADPGlo: -4; TMEM16A inh: inactive; KCNK9 block: inactive; KCNQ1 inh: inactive; HDAC3 inhib: -7; KCNK3 block: inactive; TRPC4 potent: inactive; hERG rescue: -6; ANO1 activ: inactive; TRPC4 agonist: inactive

How did C/C(=N\NC(=O)c1cc(-c2ccco2)nc2ccccc12)c1cccnc1 do in these assays?
KCNQ1 act: inactive; Dyrk1A ADPGlo: 7; TMEM16A inh: inactive; KCNK9 block: inactive; KCNQ1 inh: inactive; HDAC3 inhib: -7; KCNK3 block: inactive; TRPC4 potent: inactive; hERG rescue: -9; ANO1 activ: inactive; TRPC4 agonist: inactive

What do the screens show for `CCN(c1ccccc1)S(=O)(=O)c1ccc(OC)c(NC(=O)COc2ccc(C(C)=O)cc2)c1`?
KCNQ1 act: inactive; Dyrk1A ADPGlo: -4; TMEM16A inh: inactive; KCNK9 block: inactive; KCNQ1 inh: inactive; KCNK3 block: inactive; TRPC4 potent: inactive; hERG rescue: -9; ANO1 activ: inactive; TRPC4 agonist: inactive

Results for CN(CCO)c1ncnc2nc[nH]c12 ?
KCNQ1 act: inactive; Dyrk1A ADPGlo: 6; TMEM16A inh: inactive; KCNK9 block: inactive; KCNQ1 inh: inactive; HDAC3 inhib: 1; KCNK3 block: inactive; TRPC4 potent: inactive; hERG rescue: -9; ANO1 activ: inactive; TRPC4 agonist: inactive

Results for COC(=O)c1ccc(-n2cc(-c3ccc(OC)cc3)[nH]c2=S)cc1 ?
Dyrk1A ADPGlo: 0; TMEM16A inh: inactive; HDAC3 inhib: 2; KCNK3 block: inactive; ANO1 activ: inactive

What do the screens show for `Cc1nc2oc3ccc(Cl)cc3c(=O)c2cc1C(=O)O`?
KCNQ1 act: inactive; Dyrk1A ADPGlo: 20; TMEM16A inh: inactive; KCNK9 block: inactive; KCNQ1 inh: inactive; HDAC3 inhib: 4; KCNK3 block: inactive; TRPC4 potent: inactive; hERG rescue: -6; ANO1 activ: inactive; TRPC4 agonist: inactive

Results for Cc1ccc(NC(=O)c2cn(CCC#N)nc2-c2cccs2)c([N+](=O)[O-])c1 ?
KCNQ1 act: inactive; Dyrk1A ADPGlo: 3; TMEM16A inh: inactive; KCNK9 block: inactive; KCNQ1 inh: inactive; HDAC3 inhib: 4; KCNK3 block: inactive; TRPC4 potent: inactive; hERG rescue: -13; ANO1 activ: inactive; TRPC4 agonist: inactive

What do the screens show for `Nc1ccc(N2CCCCC2)c2nonc12`?
KCNQ1 act: inactive; Dyrk1A ADPGlo: -1; TMEM16A inh: inactive; KCNK9 block: inactive; KCNQ1 inh: inactive; HDAC3 inhib: 1; KCNK3 block: inactive; TRPC4 potent: inactive; hERG rescue: -3; ANO1 activ: inactive; TRPC4 agonist: inactive

What do the screens show for `Cc1sc2nc(SCC(=O)N3CCN(CCO)CC3)n(-c3ccccc3)c(=O)c2c1C`?
KCNQ1 act: inactive; Dyrk1A ADPGlo: -8; TMEM16A inh: inactive; KCNK9 block: inactive; KCNQ1 inh: inactive; HDAC3 inhib: 1; KCNK3 block: inactive; TRPC4 potent: inactive; hERG rescue: -10; ANO1 activ: inactive; TRPC4 agonist: inactive

How did COc1cc(C(=O)N(CCc2ccccc2)C2=CC3CCC(C2)N3C)cc(OC)c1OC (centres undefined) do in these assays?
KCNQ1 act: inactive; Dyrk1A ADPGlo: -2; TMEM16A inh: inactive; KCNK9 block: inactive; KCNQ1 inh: inactive; HDAC3 inhib: -3; KCNK3 block: inactive; TRPC4 potent: inactive; hERG rescue: -7; ANO1 activ: inactive; TRPC4 agonist: inactive

Results for CC(=O)Nc1ccc(NC(=O)COC(=O)c2cc(S(=O)(=O)N(C)C)ccc2N2CCCC2)cc1 ?
KCNQ1 act: inactive; TMEM16A inh: inactive; KCNK9 block: inactive; KCNQ1 inh: inactive; HDAC3 inhib: 3; KCNK3 block: inactive; TRPC4 potent: inactive; hERG rescue: -10; ANO1 activ: inactive; TRPC4 agonist: inactive

How did O=C(CCCCCBr)N1CCC(CC2CC(c3cccc(Br)c3)=NO2)(C(=O)NCC2CCCCC2)CC1 (centres undefined) do in these assays?
KCNQ1 act: inactive; Dyrk1A ADPGlo: 9; TMEM16A inh: inactive; KCNK9 block: inactive; KCNQ1 inh: inactive; HDAC3 inhib: 9; KCNK3 block: inactive; TRPC4 potent: inactive; hERG rescue: -7; ANO1 activ: inactive; TRPC4 agonist: inactive

What do the screens show for `COC(=O)c1sc(Nc2ccccc2)nc1C`?
KCNQ1 act: inactive; Dyrk1A ADPGlo: -2; TMEM16A inh: inactive; KCNK9 block: inactive; KCNQ1 inh: inactive; HDAC3 inhib: 5; KCNK3 block: inactive; TRPC4 potent: inactive; hERG rescue: -7; ANO1 activ: inactive; TRPC4 agonist: inactive

Results for Cc1oc2c(C)c(O)ccc2c(=O)c1-c1nncn1-c1ccccc1 ?
KCNQ1 act: inactive; Dyrk1A ADPGlo: 1; TMEM16A inh: inactive; KCNK9 block: inactive; KCNQ1 inh: inactive; HDAC3 inhib: -6; KCNK3 block: inactive; TRPC4 potent: inactive; hERG rescue: -17; ANO1 activ: inactive; TRPC4 agonist: inactive

Results for CCOc1ccccc1N1CC(C(=O)NCCc2ccc(S(N)(=O)=O)cc2)CC1=O (centres undefined) ?
KCNQ1 act: inactive; Dyrk1A ADPGlo: 8; TMEM16A inh: inactive; KCNK9 block: inactive; KCNQ1 inh: inactive; HDAC3 inhib: -9; KCNK3 block: inactive; TRPC4 potent: inactive; hERG rescue: -3; ANO1 activ: inactive; TRPC4 agonist: inactive

Results for O=C(Nc1ccccc1[N+](=O)[O-])c1ccc(S(=O)(=O)N2CCCC2)cc1 ?
KCNQ1 act: inactive; Dyrk1A ADPGlo: 2; TMEM16A inh: inactive; KCNK9 block: inactive; KCNQ1 inh: inactive; HDAC3 inhib: 5; KCNK3 block: inactive; TRPC4 potent: inactive; hERG rescue: -8; ANO1 activ: inactive; TRPC4 agonist: inactive

Results for N#CC1(NC(=O)Cn2ncc(Cl)c(Cl)c2=O)CCCCC1 ?
KCNQ1 act: inactive; Dyrk1A ADPGlo: 15; TMEM16A inh: inactive; KCNK9 block: inactive; KCNQ1 inh: inactive; HDAC3 inhib: -1; KCNK3 block: inactive; TRPC4 potent: inactive; hERG rescue: -13; ANO1 activ: inactive; TRPC4 agonist: inactive

How did CNC(=S)Nc1cccc2[nH]ncc12 do in these assays?
KCNQ1 act: inactive; Dyrk1A ADPGlo: 9; TMEM16A inh: inactive; KCNK9 block: inactive; KCNQ1 inh: inactive; HDAC3 inhib: -6; KCNK3 block: inactive; TRPC4 potent: inactive; hERG rescue: -2; ANO1 activ: inactive; TRPC4 agonist: inactive

What do the screens show for `COC(=O)COc1ccc(S(=O)(=O)N2CCc3ccccc3C2)cc1C`?
KCNQ1 act: inactive; Dyrk1A ADPGlo: 1; TMEM16A inh: inactive; KCNK9 block: inactive; KCNQ1 inh: inactive; HDAC3 inhib: -3; KCNK3 block: inactive; TRPC4 potent: inactive; hERG rescue: -5; ANO1 activ: inactive; TRPC4 agonist: inactive

What do the screens show for `COc1ccc(N2CC(C(=O)NC3CC(C)(C)NC(C)(C)C3)CC2=O)cc1` (centres undefined)?
KCNQ1 act: inactive; Dyrk1A ADPGlo: -9; TMEM16A inh: inactive; KCNK9 block: inactive; KCNQ1 inh: inactive; HDAC3 inhib: -4; KCNK3 block: inactive; TRPC4 potent: inactive; hERG rescue: -6; ANO1 activ: inactive; TRPC4 agonist: inactive

How did CCCN1C(=O)/C(=C/c2ccncc2)SC1=S do in these assays?
KCNQ1 act: inactive; Dyrk1A ADPGlo: 1; TMEM16A inh: inactive; KCNK9 block: inactive; KCNQ1 inh: inactive; HDAC3 inhib: -4; KCNK3 block: inactive; TRPC4 potent: inactive; hERG rescue: -5; ANO1 activ: inactive; TRPC4 agonist: inactive

Results for CCOc1ccc(C(=O)Nc2cc(OC)ccc2OC)cc1 ?
KCNQ1 act: inactive; TMEM16A inh: inactive; KCNK9 block: inactive; KCNQ1 inh: inactive; HDAC3 inhib: 3; KCNK3 block: inactive; TRPC4 potent: inactive; hERG rescue: -7; ANO1 activ: inactive; TRPC4 agonist: inactive

How did CCCC(=O)Nc1cccc(-c2cn3cccnc3n2)c1 do in these assays?
KCNQ1 act: inactive; Dyrk1A ADPGlo: 20; TMEM16A inh: inactive; KCNK9 block: inactive; KCNQ1 inh: inactive; HDAC3 inhib: -46; KCNK3 block: inactive; TRPC4 potent: inactive; hERG rescue: -1; ANO1 activ: inactive; TRPC4 agonist: inactive

How did COc1ccc(NC(=O)C2=C(C)C(=O)OC23CCC(C)CC3)cc1Cl (centres undefined) do in these assays?
KCNQ1 act: inactive; Dyrk1A ADPGlo: -2; TMEM16A inh: inactive; KCNK9 block: inactive; KCNQ1 inh: inactive; HDAC3 inhib: 4; KCNK3 block: inactive; TRPC4 potent: inactive; hERG rescue: -19; ANO1 activ: inactive; TRPC4 agonist: inactive

What do the screens show for `CC(C(=O)N1c2ccccc2Sc2ccccc21)n1nnc(-c2cccs2)n1` (centres undefined)?
KCNQ1 act: inactive; Dyrk1A ADPGlo: -3; TMEM16A inh: inactive; KCNK9 block: inactive; KCNQ1 inh: inactive; HDAC3 inhib: 3; KCNK3 block: inactive; TRPC4 potent: inactive; hERG rescue: -1; ANO1 activ: inactive; TRPC4 agonist: inactive

How did CC(NC(=O)[C@H](C)N1C(=O)N2CCc3c([nH]c4ccccc34)[C@@]2(C)C1=O)c1ccccc1 (some centres undefined) do in these assays?
KCNQ1 act: inactive; Dyrk1A ADPGlo: -2; TMEM16A inh: inactive; KCNK9 block: inactive; KCNQ1 inh: inactive; HDAC3 inhib: 0; KCNK3 block: inactive; TRPC4 potent: inactive; hERG rescue: -12; ANO1 activ: inactive; TRPC4 agonist: inactive
